Screening data deposited in PubChem BioAssay by Sanford-Burnham Center for Chemical Genomics.
EBI2 block = EBI2 (human) antagonism; P32249; EBI2 beta-arrestin recruitment, luminescence, 7a,25-OHC stimulated; inhibition, % at 5 µM; 360,000 compounds, 0.81% hits; in the data active = inhibition above about 38%;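 note: enzyme fragment complementation signal reports receptor beta-arrestin coupling in cells; 0% = agonist plus DMSO wells and 100% = wells without agonist; some results beyond the cut were filed as inactive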
Target sequence (P32249 whole entry, looked up, the tested form may be a part): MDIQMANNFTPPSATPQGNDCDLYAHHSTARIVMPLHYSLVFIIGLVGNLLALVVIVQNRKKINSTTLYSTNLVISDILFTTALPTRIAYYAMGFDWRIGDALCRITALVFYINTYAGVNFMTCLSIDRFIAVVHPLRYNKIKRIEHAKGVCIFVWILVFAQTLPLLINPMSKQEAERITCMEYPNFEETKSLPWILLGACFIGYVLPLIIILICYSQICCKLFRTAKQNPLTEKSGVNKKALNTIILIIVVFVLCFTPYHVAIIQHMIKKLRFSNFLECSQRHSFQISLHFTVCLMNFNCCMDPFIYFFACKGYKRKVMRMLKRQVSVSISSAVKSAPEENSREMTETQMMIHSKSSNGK
CXCR6 block = blocks human CXCR6 beta-arrestin recruitment; CHO-K1 PathHunter CXCR6 beta-arrestin, luminescence; inhibition, % at 20 µM; 360,000 compounds, 0.36% hits; AID 602244; in the data active = inhibition above about 34%, passing the limit was not always enough;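 note: antagonist mode with CXCL16 agonist at 10 nM final; 0% = 10 nM CXCL16 with DMSO and 100% = unstimulated wells without agonist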
Target sequence (O00574 whole entry, looked up): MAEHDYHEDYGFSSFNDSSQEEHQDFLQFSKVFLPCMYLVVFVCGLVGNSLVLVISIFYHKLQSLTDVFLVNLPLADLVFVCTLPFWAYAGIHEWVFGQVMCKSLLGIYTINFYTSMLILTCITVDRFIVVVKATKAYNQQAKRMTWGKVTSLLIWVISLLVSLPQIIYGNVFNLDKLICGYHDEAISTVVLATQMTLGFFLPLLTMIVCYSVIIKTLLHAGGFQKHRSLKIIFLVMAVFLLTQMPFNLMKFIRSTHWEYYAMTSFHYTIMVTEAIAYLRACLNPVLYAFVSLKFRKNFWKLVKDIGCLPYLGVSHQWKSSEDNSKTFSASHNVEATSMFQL
Mdm2 MdmX PPI = human Mdm2/MdmX binding inhibition; O15151+Q00987; AID 485346; 330,000 compounds, 3% hits; inhibition, % at 8 µM; SaOS-2 split-luciferase Mdm2/MdmX complementation, luminescence;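 active = inhibition of at least 50% at 8 µM in the primary screen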
CCR6 antag = CCR6 (human) receptor antagonism | P51684 | CHO-K1 CCR6 PathHunter beta-arrestin, luminescence, CCL20-stimulated | inhibition, % at 20 µM | 340,000 compounds, 0.49% hits;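 active = compounds whose inhibition of the agonist-driven luminescence signal at 20 µM reaches about 50%, limit read from the data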;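 note: cells stimulated with CCL20 at 14 nM final; plate controls were DMSO with CCL20 for no effect and DMSO without agonist for full effect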
Target sequence (P51684 whole entry, looked up): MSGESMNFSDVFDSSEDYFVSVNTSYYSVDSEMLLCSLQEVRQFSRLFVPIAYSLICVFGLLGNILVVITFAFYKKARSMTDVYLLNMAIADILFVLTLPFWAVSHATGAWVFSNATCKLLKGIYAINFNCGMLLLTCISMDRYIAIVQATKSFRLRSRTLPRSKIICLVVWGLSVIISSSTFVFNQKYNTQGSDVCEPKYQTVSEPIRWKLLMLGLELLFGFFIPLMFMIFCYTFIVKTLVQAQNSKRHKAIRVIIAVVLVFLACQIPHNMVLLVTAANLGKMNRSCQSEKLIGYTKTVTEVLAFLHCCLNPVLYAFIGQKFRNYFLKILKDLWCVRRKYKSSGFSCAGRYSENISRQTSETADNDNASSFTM
UPR CHOP act = activators of apoptotic arm of unfolded protein response (CHOP); CHO-CHOP luciferase reporter, UPR activation, luminescence; percent of tunicamycin response over DMSO baseline; activation, % at 10 µM; 330,000 compounds, 0.34% hits; AID 449763;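 active = at 10 µM dose, activation of 40% or more, normalized to positive control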;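 note: 100% = tunicamycin at 10 µg/mL and 0% = DMSO alone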
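Test system: CHO-CHOP cells, stable luciferase reporter of PERK-eIF2a-CHOP signalling | Quantity: 500 CHO-CHOP cells per well | Buffer or medium: F12 plus 10% serum | Compound dosing: 10 µM single point, 0.5% DMSO | Schedule: 6 h compound treatment, 37 °C | Signal: Luciferase luminescence | Control set: Tunicamycin high control, DMSO low control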
697 NFkB inh = lowers PMA/ionomycin-induced NF-kB signal in 697 B cells; 697 B-cell NF-kB luciferase reporter, 16 h; inhibition, % at 4 µM; 330,000 compounds, 0.33% hits; AID 435022; in the data active = inhibition above about 35%
Gli-Sufu block = blocks Gli-Sufu signaling in a luciferase reporter; Sufu-KO-LIGHT fibroblasts, Gli luciferase reporter luminescence; inhibition, % at 5 µM; 340,000 compounds, 0.74% hits;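 active = inhibition above about 55%, limit read from the data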;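 note: 0% = DMSO-treated cells and 100% = wells with medium but no cells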
XBP1 UPR activ = adaptive UPR (XBP1) activation | CHO-XBP1 luciferase reporter, IRE1-XBP1 UPR activation, luminescence; percent of tunicamycin response, DMSO as zero | activation, % at 20 µM | 330,000 compounds, 0.33% hits;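 active = versus positive control, 20 µM dose yields 30% or more activation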;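 note: 100% = tunicamycin at 10 µg/mL and 0% = DMSO only wells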
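Assay system: IRE1-XBP1 luciferase reporter CHO line. Input: 1000 cells/well. Buffer or medium: F12 with 10% serum. Doses: 20 µM, 1% DMSO. Times: overnight seeding at 37 °C, 6 h compound treatment at 37 °C. Technique: Steady-Glo luciferase glow luminescence, 10 min after reagent addition.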
Jurkat NFkB inh = lowers PMA/ionomycin-induced NF-kB signal in Jurkat cells; PMA/ionomycin-induced NF-kB luciferase reporter, luminescence; inhibition, % at 4 µM; 330,000 compounds, 0.53% hits; AID 435003; in the data active = inhibition above about 50%
* = called active by the depositor; x = not tested or not shown.

A first look:
The line under a structure holds: Mdm2 MdmX PPI | Gli-Sufu block | UPR CHOP act | XBP1 UPR activ | CXCR6 block | Jurkat NFkB inh | EBI2 block | 697 NFkB inh | CCR6 antag
[1] COC(=O)C1=C(C)NC2=C(C(=O)CCC2)C1c1coc2ccccc2c1=O (stereo unspecified)
 : 3 | -3 | -2.3 | 2 | 6 | 2 | -8 | 3 | -21
[2] O=C(Cn1nc(Cl)nc1Cl)c1ccccc1
 : 23 | -10 | -0.3 | -2 | 0 | -4 | -3 | 4 | 1
[3] CCc1ccc(C(=O)Nc2cc(C)on2)o1
 : 11 | -56 | 7.3 | -3 | 0 | -15 | 3 | -17 | -2
[4] Cc1cc(C)c[n+](-c2[nH]c(=O)sc2/C=N/N=C(\N)[S-])c1
 : 2 | -6 | -0.7 | 1 | 5 | 9 | -2 | 5 | 15
[5] N#CC(C#N)=c1ccc2c(c1)NC1(CCCCC1)N=2
 : 71* | -12 | 12 | 1 | 27 | 43 | 6 | -38 | 54*
[6] CN(C1CCCCC1)S(=O)(=O)c1ccc(SCC(=O)C(C)(C)C)nc1
 : 14 | 6 | -0.3 | -3 | -2 | -9 | -2 | -2 | 13
[7] CCOC(=O)c1c(C)[nH]c(N=Nc2cccc(OC)c2)c1C
 : -177 | -110 | 1.7 | 2 | 16 | -209 | 35 | -174 | 22
[8] CCOc1ccccc1NC(=O)CSc1nnc(Cc2cccn2C)n1-c1ccc(F)cc1
 : 25 | 7 | 1.5 | 0 | 4 | -8 | 9 | -8 | 13
[9] Cn1cc(Cl)c(C(=O)Nc2nc3ccccc3s2)n1
 : -27 | -91 | 0.0 | -3 | -10 | -89 | 6 | -256 | -3
[10] CN(C)S(=O)(=O)c1ccc(NC(=O)COC(=O)CC2CC3CCC2C3)cc1 (stereo unspecified)
 : -3 | -2 | -1.2 | -4 | -2 | 5 | -8 | 1 | 26
[11] CNC(=S)N(CCCO)Cc1cc2cc3c(cc2[nH]c1=O)OCO3
 : 11 | -1 | -1.2 | 4 | 1 | 10 | 3 | 13 | 15
[12] COCCNC(=O)COC(=O)CSCc1nc2ccccc2s1
 : 17 | 2 | 4.8 | 2 | 1 | -11 | 2 | -2 | -7
[13] Cc1cc(NC(=O)c2cccc(Cl)c2)n[nH]1
 : -32 | -57 | 5.4 | -2 | -5 | -51 | 4 | -46 | 7
[14] Cc1ccc(NC2CCCN(C(=O)c3ccnc(Cl)c3)C2)cc1C (stereo unspecified)
 : 17 | 6 | 3.1 | -6 | 3 | 6 | 12 | -27 | -3

All compounds of this part, previewed entries included:
The line under a structure holds: Mdm2 MdmX PPI | Gli-Sufu block | UPR CHOP act | XBP1 UPR activ | CXCR6 block | Jurkat NFkB inh | EBI2 block | 697 NFkB inh | CCR6 antag
[1] COC(=O)C1=C(C)NC2=C(C(=O)CCC2)C1c1coc2ccccc2c1=O (stereo unspecified)
 : 3 | -3 | -2.3 | 2 | 6 | 2 | -8 | 3 | -21
[2] O=C(Cn1nc(Cl)nc1Cl)c1ccccc1
 : 23 | -10 | -0.3 | -2 | 0 | -4 | -3 | 4 | 1
[3] CCc1ccc(C(=O)Nc2cc(C)on2)o1
 : 11 | -56 | 7.3 | -3 | 0 | -15 | 3 | -17 | -2
[4] Cc1cc(C)c[n+](-c2[nH]c(=O)sc2/C=N/N=C(\N)[S-])c1
 : 2 | -6 | -0.7 | 1 | 5 | 9 | -2 | 5 | 15
[5] N#CC(C#N)=c1ccc2c(c1)NC1(CCCCC1)N=2
 : 71* | -12 | 12 | 1 | 27 | 43 | 6 | -38 | 54*
[6] CN(C1CCCCC1)S(=O)(=O)c1ccc(SCC(=O)C(C)(C)C)nc1
 : 14 | 6 | -0.3 | -3 | -2 | -9 | -2 | -2 | 13
[7] CCOC(=O)c1c(C)[nH]c(N=Nc2cccc(OC)c2)c1C
 : -177 | -110 | 1.7 | 2 | 16 | -209 | 35 | -174 | 22
[8] CCOc1ccccc1NC(=O)CSc1nnc(Cc2cccn2C)n1-c1ccc(F)cc1
 : 25 | 7 | 1.5 | 0 | 4 | -8 | 9 | -8 | 13
[9] Cn1cc(Cl)c(C(=O)Nc2nc3ccccc3s2)n1
 : -27 | -91 | 0.0 | -3 | -10 | -89 | 6 | -256 | -3
[10] CN(C)S(=O)(=O)c1ccc(NC(=O)COC(=O)CC2CC3CCC2C3)cc1 (stereo unspecified)
 : -3 | -2 | -1.2 | -4 | -2 | 5 | -8 | 1 | 26
[11] CNC(=S)N(CCCO)Cc1cc2cc3c(cc2[nH]c1=O)OCO3
 : 11 | -1 | -1.2 | 4 | 1 | 10 | 3 | 13 | 15
[12] COCCNC(=O)COC(=O)CSCc1nc2ccccc2s1
 : 17 | 2 | 4.8 | 2 | 1 | -11 | 2 | -2 | -7
[13] Cc1cc(NC(=O)c2cccc(Cl)c2)n[nH]1
 : -32 | -57 | 5.4 | -2 | -5 | -51 | 4 | -46 | 7
[14] Cc1ccc(NC2CCCN(C(=O)c3ccnc(Cl)c3)C2)cc1C (stereo unspecified)
 : 17 | 6 | 3.1 | -6 | 3 | 6 | 12 | -27 | -3
[15] O=C(NCCc1ccccc1)c1cccc2c1C(=O)c1ccc(N3CCOCC3)cc1S2(=O)=O
 : 34 | -1 | 0.2 | 0 | 9 | -5 | -4 | -4 | 3
[16] CCOC(=O)CN1C(=O)S/C(=C/c2ccc(C)o2)C1=O
 : 13 | -18 | 8.7 | -3 | 3 | 4 | -8 | 8 | 4
[17] O=C(COC(=O)CNS(=O)(=O)c1cccc(F)c1)NCCc1ccccc1
 : 10 | -5 | 1.9 | -2 | -5 | 8 | -8 | 11 | -6
[18] Cc1ccc(-c2nc(C(=O)NCCCN3CCOCC3)cc3c2[nH]c2ccccc23)cc1
 : 40 | -4 | 3.0 | -1 | 13 | -22 | 20 | -6 | 12
[19] CCN(CC)C(=O)Oc1ccc2c(=O)c(-c3ccc(OC)cc3)coc2c1
 : -13 | -78 | 1.0 | 1 | -1 | -77 | 15 | -147 | 20
[20] CCCCNC(=O)c1cc(-c2ccc(OC)c(OC)c2)on1
 : -13 | -9 | 1.7 | 5 | -1 | -9 | -4 | -15 | -3
[21] CCOC(=O)CN1C(=O)C(=O)N(Cc2cccc(C)c2)C1=O
 : -17 | 5 | 2.2 | -5 | -2 | -17 | 4 | 0 | 0
[22] COc1ccccc1C1=CC(=O)CCC1
 : 15 | -4 | -0.8 | 0 | 4 | 1 | 3 | 8 | 6
[23] O=C(Nc1ccc(F)cc1)c1ccc(C(=O)N2CCOCC2)cc1
 : -22 | -4 | 1.3 | 3 | 0 | -5 | -4 | 3 | -2
[24] CCOc1ccc(-n2c(SCC(=O)N3CCc4ccccc43)nnc2-c2c[nH]c3ccccc23)cc1
 : 28 | 3 | -0.9 | -2 | -2 | -7 | -8 | -4 | 4
[25] NC(=O)c1c(NC(=O)CN2C(=O)NC(Cc3ccccc3)C2=O)sc2c1CCC2 (stereo unspecified)
 : 7 | -6 | -1.7 | -2 | 4 | -6 | -9 | 6 | -10
[26] COC(=O)c1cc(S(=O)(=O)N2CCN(c3ccccc3)CC2)c[nH]1
 : 7 | 1 | 0.3 | -1 | 4 | 18 | -11 | 13 | 0
[27] CCCS(=O)(=O)N1CCCC(c2nc(-c3cccc(OC)c3)no2)C1 (stereo unspecified)
 : -14 | -18 | 0.6 | 8 | 3 | 5 | -1 | 9 | -1
[28] CC(NC(=O)Cc1cccs1)c1ccc2c(c1)OCO2 (stereo unspecified)
 : -8 | -1 | -0.1 | -1 | -3 | -14 | -9 | 4 | -9
[29] CCN=C1SC(CC(=O)Nc2ccc(N3CCOCC3)cc2)C(=O)N1CC (stereo unspecified)
 : 15 | -20 | 2.5 | 4 | 3 | 11 | -8 | 10 | 10
[30] O=C(Cc1ccc(S(=O)(=O)N2CCOCC2)s1)N1CCN(S(=O)(=O)c2ccccc2[N+](=O)[O-])CC1
 : x | 0 | x | x | 0 | x | -4 | x | -1
[31] Cc1c(CNC2CCCC(C)C2C)c(C(=O)O)c(C)n1Cc1ccccc1 (stereo unspecified)
 : -3 | 7 | 1.6 | -1 | -11 | -8 | -2 | 13 | 13
[32] COc1ccc(/C=N\NC(=O)c2ccccc2Cl)cc1COc1c(F)c(F)c(F)c(F)c1F
 : 56* | -3 | -0.9 | -1 | 5 | 8 | -1 | -12 | -5
[33] O=C(Nc1ccc(Cl)c([N+](=O)[O-])c1)Nc1nc2ccccc2s1
 : 85* | x | 1.8 | 0 | x | 5 | x | 16 | x
[34] CC(/C=N/NC(=O)c1ccc(Br)cc1)=C\c1ccccc1
 : 3 | -11 | 0.4 | 1 | -11 | -8 | 29 | 2 | -5
[35] O=C(Nc1ccc(Cl)cc1)c1ccc(CN2CCc3ccccc3C2)cc1
 : 4 | -5 | 0.8 | -7 | 7 | 21 | 23 | -52 | -7
[36] CCOc1ccc(NC(=O)C2CCN(S(=O)(=O)c3cccs3)CC2)cc1
 : -23 | -5 | 0.4 | -8 | -10 | 4 | 5 | -3 | 4
[37] COc1ccc(-n2ncc3c(NCc4cccs4)ncnc32)cc1
 : -88 | -82 | 4.5 | 6 | 0 | -81 | 9 | -124 | -23
[38] Nc1ccc2[nH]c(=S)sc2c1
 : x | -17 | x | x | -3 | x | -3 | x | -10
[39] COc1ccc(C(=O)Nc2ccc(N3CCOCC3)cc2)cc1S(=O)(=O)NC1CCCC1
 : 27 | 3 | 0.2 | -6 | -3 | -14 | -3 | 14 | -1
[40] Cc1ccc(CSCCC(=O)NCCC2=CCCCC2)cc1
 : -28 | -4 | 1.5 | 3 | 0 | -13 | 15 | -14 | -3
[41] CCOC(=O)C1=CN(Cc2ccco2)S(=O)(=O)N(CC)C1c1ccccc1 (stereo unspecified)
 : 23 | 53 | 0.6 | 1 | 3 | x | 6 | -2 | 33
[42] O=C(NCc1cccc(F)c1)C1CCC(=O)N(CCc2cccc(F)c2)C1 (stereo unspecified)
 : -6 | 0 | 1.4 | -6 | 0 | 3 | 8 | -7 | 0
[43] COc1cc(C(C)=O)ccc1OCC(O)Cn1nc(C)c(C(C)=O)c1C (stereo unspecified)
 : -12 | 6 | 2.8 | -4 | -1 | -18 | -1 | -43 | -1
[44] COc1ccc(OCc2ccc(C(=O)N3CCOCC3)cc2)cc1
 : 8 | -3 | 1.1 | 1 | 2 | -29 | -3 | 3 | 7
[45] CC(=O)Nc1cccc(NC(=O)C(F)(F)F)c1
 : 31 | -2 | -0.7 | -4 | -1 | 19 | -10 | 12 | -8
[46] CC(=O)OCC1=C(C(=O)O)N2C(=O)C(NC(=O)C(C)Cn3nc(C)c(Cl)c3C)C2SC1 (stereo unspecified)
 : 17 | 1 | -1.7 | -2 | -5 | 4 | 4 | 5 | -5
[47] O=C(Cc1csc(-c2ccccc2)n1)NCC(=O)Nc1ccc(F)c(F)c1F
 : -17 | 2 | -0.8 | -4 | 1 | 6 | -4 | 10 | 1
[48] Cc1ccccc1NC(=O)c1ccc2c(c1)CCN2S(C)(=O)=O
 : 21 | 16 | -0.1 | -4 | -5 | 3 | 5 | 18 | 14
